Screening results: PubChem, National Center for Advancing Translational Sciences (NCATS)
HADH2 inh – HADH2 (human) dehydrogenase inhibition; Q99714; recombinant HADH2, NADH fluorescence, beta-hydroxybutyryl-CoA; Potency, µM (highest dose often 57.1 µM), without a hit: at the top dose activity change, negative = inhibition, actives largely listed as inhibitors; 3.4% of 73,000 active; AID 886; also: potency is read from the fitted curve at half-maximal effect; % is scaled to controls: 0 for no effect and ±100 for the full control effect; nearly all actives have a fitted effect of over 60% in size; many of its hits are not listed in these tables
Target sequence (Q99714 whole entry, looked up, one chain of several): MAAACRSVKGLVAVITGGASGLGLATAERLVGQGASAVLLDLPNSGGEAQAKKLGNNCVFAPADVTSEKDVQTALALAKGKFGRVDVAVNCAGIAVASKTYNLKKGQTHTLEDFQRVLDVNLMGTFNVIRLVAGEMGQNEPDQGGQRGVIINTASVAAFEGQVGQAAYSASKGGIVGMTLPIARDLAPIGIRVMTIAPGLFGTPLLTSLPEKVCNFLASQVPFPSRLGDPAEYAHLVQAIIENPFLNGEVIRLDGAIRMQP
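20 nM HADH2 + cpd, 15 min RT; add 1 mM NAD+/90 uM beta-hydroxybutyryl-CoA; kinetic fluorescence 360/450 nm, 4 min. Tris-HCl pH 9.0, 0.01% Tween-20.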
Luciferase inh – blocks Photinus pyralis firefly luciferase activity; P08659; purified firefly luciferase, luminescence, 8 min; Potency, µM (doses to about 57.1 µM), for inactives: at the highest dose activity change, negative = inhibition, actives largely listed as inhibitors; 2.2% of 72,000 active; AID 411; also: potency is read from the fitted curve at half-maximal effect; % is scaled to controls: 0 for no effect and ±100 for the full control effect; nearly all actives have a fitted effect of over 40% in size
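Here, luciferase activity is measured as luminescence following an 8 min room-temperature reaction at 10 uM ATP, pH 7.2. Every library sample is titrated.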
ERK AVP block – blocks ERK signaling stimulated by vasopressin; AID 995; 0.99% of 72,000 active; HEK293-V1b, vasopressin-stimulated pERK AlphaScreen; Potency, µM (titrated, usually from 57.5 µM), for inactives: top-dose activity, negative = inhibition, usual class: inhibitors; also: potency is read from the fitted curve at half-maximal effect; % is scaled to controls: 0 for no effect and ±100 for the full control effect; nearly all actives have a fitted effect of over 55% in size
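HEK293 cells stably expressing V1b receptor, preincubated 30 min at 37 °C with compound, then stimulated 5 min with 25 nM vasopressin. Phospho-ERK by AlphaScreen SureFire after 5 h RT; normalized to DMSO and vasopressin; AC50 by Hill fit.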
TexasRed autofl – Texas Red region autofluorescence | max dye-equivalent concentration, M | Compound fluorescence, Texas Red channel, 547/618 nm; active compounds read high | AID 587 | 0.06% of 59,000 active; in the data active = max dye-equivalent concentration above about 10 nM; inconclusive = between about 1.1 nM and that limit
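Fluorescence at ex 547/em 618 nm, normalized against an on-plate Texas Red standard series to give dye-equivalent concentration per compound concentration. Buffer 100 mM Tris, pH 8.0; 15 min RT incubation before CCD imaging.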
CRE-bla Fsk – alters forskolin-stimulated CRE reporter signaling in CHO cells. CHO CRE-bla reporter (cAMP response element driving beta-lactamase), forskolin EC10, beta-lactamase ratio. Potency, µM (series often up to 38.2 µM), without a hit: at the top dose activity change, negative = inhibition, usual class: activators. 2.5% of 71,000 active. AID 662; active = well fitted activation curve with a large enough effect in the signal ratio, with a control signal flat, not every such curve was filed as active; inconclusive = small, poorly fitted or top-dose-only effect, or effect the other way, or a change in a side signal; the % refers to the signal ratio; also: potency is read from the fitted curve at half-maximal effect; % of control where 0% means no effect
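Modulation of forskolin signalling: compounds in titration series added with EC10 NKH 477 to CHO cells carrying a CRE-driven beta-lactamase reporter, 3 h, 37C. CCF4 FRET ratio (460/530 nm, ex 405 nm) gives %activity and AC50.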
DNA Pol III inh – blocks replication by bacterial DNA polymerase III holoenzyme; reconstituted DNA polymerase III holoenzyme replication, biochemical; Potency, µM (doses to about 57.1 µM), for inactives: at the top dose activity change, negative = inhibition; 0.25% of 71,000 active; also: potency is read from the fitted curve at half-maximal effect; % is scaled to controls: 0 for no effect and ±100 for the full control effect
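Reconstituted *E. coli* holoenzyme (0.35 nM Pol III, 1 nM beta, 154 nM SSB, 2 nM primase) was preincubated with compound for 15 min at RT. Synthesis on 1.4 nM ssM13Gori ran 35 min, then was stopped with PicoGreen/EDTA and read as dsDNA fluorescence.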
ALOX15 inhib – 15-hLO (ALOX15) enzyme inhibition. P16050. purified 15hLO-1, xylenol orange hydroperoxide absorbance. Potency, µM (series often up to 57.1 µM), inactives show at the highest dose activity change, negative = inhibition, actives largely listed as inhibitors. 1.4% of 74,000 active. AID 887; also: potency is read from the fitted curve at half-maximal effect; % is scaled to controls: 0 for no effect and ±100 for the full control effect; nearly all actives have a fitted effect of over 55% in size
Target sequence (P16050 whole entry, looked up): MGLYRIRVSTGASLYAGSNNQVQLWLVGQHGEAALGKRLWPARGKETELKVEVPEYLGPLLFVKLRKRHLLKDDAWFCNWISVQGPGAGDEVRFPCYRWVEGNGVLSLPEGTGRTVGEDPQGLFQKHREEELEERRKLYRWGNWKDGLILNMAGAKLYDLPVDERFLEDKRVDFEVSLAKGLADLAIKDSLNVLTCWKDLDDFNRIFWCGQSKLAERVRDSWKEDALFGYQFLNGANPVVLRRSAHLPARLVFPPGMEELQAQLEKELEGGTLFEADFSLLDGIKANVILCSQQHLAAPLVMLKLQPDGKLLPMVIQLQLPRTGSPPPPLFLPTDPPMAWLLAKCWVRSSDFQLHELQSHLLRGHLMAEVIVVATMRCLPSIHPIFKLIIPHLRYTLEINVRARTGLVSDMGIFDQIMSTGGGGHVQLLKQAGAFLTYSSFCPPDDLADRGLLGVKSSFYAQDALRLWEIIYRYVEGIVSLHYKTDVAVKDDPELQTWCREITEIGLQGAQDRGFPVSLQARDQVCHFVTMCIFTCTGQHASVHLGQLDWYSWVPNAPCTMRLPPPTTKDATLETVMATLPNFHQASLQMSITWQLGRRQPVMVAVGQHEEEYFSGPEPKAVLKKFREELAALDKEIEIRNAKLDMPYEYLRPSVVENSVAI
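Purified human 15hLO-1 (40 nM final) in 25 mM Hepes pH 7.5, 0.01% Triton X-100 was preincubated with compound 15 min at room temperature, then reacted 6 min with 50 uM arachidonic acid; hydroperoxide detected by Fe-XO, 573/405 nm absorbance ratio.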
Rhodamine autofl – compound fluoresces in the rhodamine spectral region | AID 594 | 0.05% of 59,000 active | max dye-equivalent concentration, M | Rhodamine-region fluorescence, 547/598 nm, Tris buffer; active compounds read high; in the data active = max dye-equivalent concentration above about 11 nM; inconclusive = between about 1.1 nM and that limit
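qHTS spectral profiling of compounds without any target or enzyme present, in pH 8.0 Tris buffer; plates were read after a 15-minute room-temperature incubation using the rhodamine-region filter set.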
Hsp90 Hop PPI – changes Hsp90-Hop TPR2A binding signal, up or down; Potency, µM (top dose mostly 57 µM), for the others: at the highest dose activity change, negative = inhibition; AlphaScreen TPR2A-His6 binding biotin-Hsp90 C-terminal peptide; 0.44% of 71,000 active; AID 595; active = well fitted curve in either direction with a large enough effect; inconclusive = small, poorly fitted or top-dose-only effect, or another doubt; also: potency is read from the fitted curve at half-maximal effect; % is scaled to controls: 0 for no effect and ±100 for the full control effect; many of its hits are not listed in these tables
HBB splicing – hemoglobin beta splicing modulation; HBB splicing reporter cell assay, activation; EGFP reporter with mutant IVS2-654 intron; response scale: normalised to 500 nM splice-correcting PNA; Potency, µM (top dose mostly 46.1 µM), for inactives: at the highest dose activation, hits mostly activators; 0.06% of 65,000 active; AID 925; also: potency is read from the fitted curve at half-maximal effect; 0% is about no effect
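Compounds were applied for 2 days to HeLa EGFP-654 cells, 500/well in Optimem with 2% FCS. The reporter's EGFP is disrupted by mis-splicing of beta-globin intron IVS2-654. Readout: summed well GFP fluorescence from 488 nm laser scanning; reference was 500 nM antisense […] 654 PNA.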
Tau fil binding – binders of human tau filaments. recombinant tau filaments, thioflavin S fluorescence, 15 h; filaments grown with octadecylsulfate alongside compound. Potency, µM (titrated, usually from 57.1 µM), without a hit: at the top dose activity change, negative = inhibition. 2% of 71,000 active. AID 596;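 also: potency is read from the fitted curve at half-maximal effect; % is scaled to controls: 0 for no effect and ±100 for the full control effect; actives lower thioflavin S fluorescence by blocking filaments or displacing dye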
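Recombinant tau protein (human, 1 uM final) plus 30 uM ODS in HEPES pH 7.4 with NaCl, DTT and thioflavine S. Compound present from the start; fluorescence at 510 nm after 15 h, 37 C.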
The depositor's hits bear a star; i = inactive; ? = inconclusive; nt = not tested or not shown; [ ] = dose if it differs, or a comment. Unless noted, calls follow the shape of the dose curve; as a rule, active = well fitted curve in the direction sought with a large enough effect; inconclusive = small, poorly fitted or top-dose-only effect, or another doubt; inactive = no such curve, though single readings can be large; an effect the other way counts as inactive or inconclusive. Not all compounds are listed; rates above refer to the full screens.

SMILES | HADH2 inh | Luciferase inh | ERK AVP block | TexasRed autofl | CRE-bla Fsk | DNA Pol III inh | ALOX15 inhib | Rhodamine autofl | Hsp90 Hop PPI | HBB splicing | Tau fil binding
C=CCNC(=O)C1CCN(S(=O)(=O)c2ccc(Br)cc2)CC1 | 1% | 1% | -9% | nt | -1% | 0% | 5% | nt | -3% | -0.6% | 10%
COc1ccc(Oc2ncc3nc(-c4cn(C)c5ccccc45)c(=O)n(C)c3n2)cc1 | 2% | -3%[11.4 µM] | 4% | i | ? | -7% | 7% | i | -5% | 0.6% | 2%
COc1ccc(CC(=O)Nc2c3c(nn2-c2cccc(C)c2C)CS(=O)(=O)C3)cc1 | -7% | 2% | -3% | i | 3% | 2% | -1% | i | -3% | 2.4%[0.369 µM] | 7%
CCc1ccc(C(=O)N2CCCC2)s1 | 9% | 0% | 1% | ? | -8% | -2% | 8% | i | -7% | 1.4% | 3%
CCN(CC)c1ccc2c(Cl)c(Br)c(=O)oc2c1 | -25% | -3% | 5% | i | ? | -2% | ? | i | 25µM* | nt | i
Cc1ccc2cc(C(c3nnnn3C3CCCC3)N3CCN(c4ccccc4)CC3)c(=O)[nH]c2c1 (stereo not given) | 12% | -4% | 11% | i | -14% | -8% | ? | i | -9% | nt | -18%
CCn1cc(C(=O)NC2CCCC2)c(=O)c2cc(S(=O)(=O)N3CCOCC3)ccc21 | -8% | 0% | -8% | ? | -22% | 0% | -1% | i | -1% | 0.8%[1.84 µM] | 4%
CCCCOc1[nH]c2nc(-c3ccco3)n(Cc3ccco3)c(=N)c2c1C#N | 25µM* | 2% | 9% | i | -2% | -8% | -8% | i | -4% | 0.4% | -1%
CC(O)c1nc2ccccc2n1C1CCCCC1 (stereo not given) | -2% | 2% | -8% | i | -5% | -3% | 16% | i | -1% | 0.2%[57.5 µM] | 0%
CCOC(=O)Cc1csc(NC(=O)CSc2nnnn2-c2ccc(CC)cc2)n1 | 8% | 2% | ? | i | -8% | 0% | -6% | i | ? | -0.1%[57.5 µM] | 25%
CC(C)C(=O)Nc1cccc(NC(=O)CCN2C(=O)c3ccccc3S2(=O)=O)c1 | 7% | 0% | -5% | i | 7% | -4% | -27% | i | -5% | -0.2% | 0%
O=C(Nc1ccc2c(c1)OCO2)N1CCN(c2cccc(C(F)(F)F)c2)CC1 | 9% | -6% | ? | i | -19% | -1% | -23% | i | -14% | 11% | -26%
COc1ccccc1C1C=C(c2ccc(Cl)cc2)Nc2nc(NS(C)(=O)=O)nn21 (stereo not given) | -11% | 0% | 10% | ? | ? | -7% | -5% | i | -1% | 0.7% | i
COc1ccc(CCNC2CC(=O)N(CCc3ccccc3)C2=O)cc1OC (stereo not given) | -1%[11.4 µM] | 1% | -1% | nt | ? | -1%[11.4 µM] | -11%[11.4 µM] | nt | -2%[11 µM] | -1.0%[0.0738 µM] | -6%[11.4 µM]
CN(C)C(=O)c1ccc(-c2ccc3ncnc(Nc4ccc(F)cc4)c3c2)cc1 | 6% | 2%[2.29 µM] | -1% | i | ? | -3% | -6% | i | -9% | -1.0% | 6%
O=C(O)C(NS(=O)(=O)c1cccc2cccnc12)c1ccccc1 (stereo not given) | -5% | 1% | nt | nt | -12% | -3% | -9% | nt | -1% | 0.1% | -8%
CCC(Oc1ccccc1)C(=O)NCc1cccnc1 (stereo not given) | -18% | 0% | -20% | i | 8% | -4% | -1% | i | -4% | 2.0% | 2%
Cc1cccc(NC(=O)CN(C)S(=O)(=O)c2ccc(Cl)cc2)n1 | -6% | 2% | 2% | i | ? | -1% | -1% | i | -5% | -0.3% | 8%
CCOc1ccc(S(=O)(=O)n2ccnc2)c2ccccc12 | -2% | 3% | -7% | nt | -7% | 0% | 2% | nt | 0%[2.3 µM] | 0.5% | -7%
CCOC(=O)c1cnc(-n2nc(C)cc2C)nc1Nc1ccc(N(C)C)cc1 | 3% | -5% | ? | ? | 0.63µM* | -7% | 20% | i | -25% | 5.9% | 13µM*
CCN(CC)S(=O)(=O)c1csc(C(=O)NC2CCCCC2)c1 | 4% | -1% | -9% | ? | -11% | -1% | 1% | i | -1% | 1.2% | 1%
CCOC(=O)c1ccc(NC(=O)NC2CCN(CC(=O)NCc3ccc4c(c3)OCO4)CC2)cc1 | 27% | -1% | -14% | i | -1% | -5% | -3% | i | -2% | nt | -5%
CCCOc1ccc(C2C(C#N)=C(N)Oc3nc[nH]c(=O)c32)cc1OC (stereo not given) | 17% | 3% | 13% | i | 1% | -7% | 5% | i | -2% | nt | -10%
CCc1nnc(NC(=O)CSc2nnc(C)n2CC2CCCO2)s1 (stereo not given) | 10% | 1% | -5% | i | 2% | 3% | 3% | i | 0% | nt | 1%
Cc1ccccc1N1CCN(Cc2cccc(C(=O)O)c2)CC1 | -9% | 0% | -9% | ? | -7% | -2% | 2% | i | -3% | -0.1%[57.5 µM] | 3%
(cont.)
SMILES | HADH2 inh | Luciferase inh | ERK AVP block | TexasRed autofl | CRE-bla Fsk | DNA Pol III inh | ALOX15 inhib | Rhodamine autofl | Hsp90 Hop PPI | HBB splicing | Tau fil binding
O=C(CSc1nc(-c2ccccc2)cc(=O)[nH]1)Nc1ccccn1 | -10% | 0% | -22% | i | ? | -3% | -4% | i | -3% | 1.0% | 6%
CCCCN(CC)C(=O)C1CCC(=O)N(c2ccc(OC)cc2)C1c1ccc(OC)c(OC)c1 (stereo not given) | -4% | 0% | 6% | i | -1% | 6% | ? | i | -2% | -1.1% | -8%
COc1cc(-c2nnc(SCC(=O)Nc3cc(C)on3)n2C)cc(OC)c1O | -4% | 1% | -16% | i | ? | -1% | 3% | i | -2% | -1.4% | 4%
Cn1cnc2cc(NS(=O)(=O)c3ccc(Br)cc3)ccc21 | 11% | 0% | -20% | i | -6% | -2% | 2% | i | -3% | 0.7% | -1%
Cc1ccc(NC(=O)Cn2cccc2)cc1Cl | 7% | -3% | ? | i | 4% | -10% | -4% | i | -11% | -0.6% | 0%
N#Cc1cccc(NC(=O)Nc2cccs2)c1 | ? | -21% | 15% | i | -19% | -7% | ? | i | -12% | 0.6% | ?
COc1cc2c(cc1OC)/C(=C/C#N)NC(C)(C)C2 | -10% | 1% | ? | i | 2µM* | 15% | 0% | i | -7% | 0.1% | -26%
Cc1ccc(C)c(NS(=O)(=O)c2cc(C(N)=O)ccc2C)c1 | 4% | 0% | -3% | i | ? | -3% | -1% | i | -3% | 0.0% | -3%
CCOC(=O)C(Cc1c[nH]c2ccccc12)NC(=O)c1ccco1 (stereo not given) | -1% | -2% | 15% | ? | -1% | -5% | 4% | i | -6% | nt | -3%
CCN1CCN(c2oc(COc3ccc(-c4ccccc4)cc3)nc2C#N)CC1 | -11% | -1% | -5% | i | 5µM* | -2% | -5% | i | ? | 11%[0.369 µM] | 324%
CCCCC(CC)C(=O)Nc1ccc(Cl)cn1 (stereo not given) | 18% | 0% | 12% | i | 3% | 0% | -18% | i | 6% | nt | 0%
